Screens: PubChem, The Scripps Research Institute Molecular Screening Center
OX1R antag-1: antagonists of human orexin 1 receptor (OX1R) | OX1R-expressing cells, FRET antagonist read-out | inhibition, % at 6.6 µM | hit rate 1.8% among 330,000 | AID 485270, 2010; in the data active = inhibition mostly above about 38%, no sharp cut-off; inactive = mostly below about 40%;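 also: 0% = agonist challenge alone and 100% = reference antagonist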
Target sequence (O43613 whole entry, looked up): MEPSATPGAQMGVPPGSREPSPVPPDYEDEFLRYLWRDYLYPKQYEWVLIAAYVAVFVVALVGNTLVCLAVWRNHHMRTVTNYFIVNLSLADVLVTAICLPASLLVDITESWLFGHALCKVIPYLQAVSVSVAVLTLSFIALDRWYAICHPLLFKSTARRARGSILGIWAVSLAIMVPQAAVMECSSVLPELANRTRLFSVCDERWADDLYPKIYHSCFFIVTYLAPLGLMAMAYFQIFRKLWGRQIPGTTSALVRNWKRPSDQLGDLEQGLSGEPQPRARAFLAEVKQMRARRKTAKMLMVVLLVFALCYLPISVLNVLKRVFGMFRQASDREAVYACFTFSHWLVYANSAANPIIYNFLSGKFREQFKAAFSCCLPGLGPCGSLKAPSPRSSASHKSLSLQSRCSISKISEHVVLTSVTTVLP
OX1R antag-2: OX1R (HCRTR1) antagonists, primary screen, fluorescence, CHO/OX1R cells, Fluo-8 calcium, orexin A; Fluo-8 calcium fluorescence; inhibition, % at 5 µM; hit rate 0.43% among 330,000; AID 434989, 2010;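 active = inhibition above its plate's threshold, mean inhibition of all tested compounds on the plate plus 3 SD, cut at about 37% in these data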;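 also: 0% = orexin A challenge wells and 100% = SB-334867-A antagonist wells; not every result past the cut was called active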
Numbers without * were called inactive.

mol,OX1R antag-2,OX1R antag-1
CN(C)c1ccc(C(CNC(=O)c2cccs2)N(C)C)cc1 (configuration not stated),-23,-3
O=C(Nc1ccc(OC(=O)c2ccccc2)c(-c2nc3ccccc3s2)c1)c1ccccc1,-50,21
COCCCNC(=O)c1sc2ncnc(N3CCc4ccccc4C3)c2c1C,-26,8
CC(=O)N1CCN(c2ccc(NC(=O)c3ccco3)cc2Cl)CC1,1,1
Cc1cccc(C(=O)NCC(=O)OCc2nnc(-c3ccccc3)o2)c1,-18,7
CCOc1ccc(Nc2oc(-c3cccc(Cl)c3)nc2C#N)cc1,-7,7
Clc1cccc(Cl)c1COn1nnc2ccccc21,-30,23
Fc1ccc(C2=NN(c3ccccc3)C(c3ccco3)C2)cc1 (configuration not stated),-10,6
CC(C)c1ccc(NC(=O)Cc2ccc(NC3=NC4CS(=O)(=O)CC4S3)cc2)cc1 (configuration not stated),4,9
CCN(CCn1cccn1)C(=O)c1cc(COc2ccc(F)cc2Cl)on1,-27,0
O=C(COC(=O)c1cc(=O)[nH]c2ccccc12)Nc1cccc(S(=O)(=O)N2CCOCC2)c1,-2,0
CN(C)CCN(Cc1ccccc1)S(=O)(=O)c1ccc2c(c1)n(C)c(=O)c(=O)n2C,9,11
COc1ccc(C(CC(=O)O)N2Cc3ccccc3C2=O)cc1 (configuration not stated),-13,17
COc1ccc(NC(=O)COC(=O)c2c3c(nc4ccccc24)CCCC3)cc1,-14,14
O=C(NCc1nc2ccccc2[nH]1)c1ccc([N+](=O)[O-])cc1,-13,65
OC(COC(c1ccccc1)c1ccccc1)CN1CCN(c2cccc(Cl)c2)CC1 (configuration not stated),-21,10
C=C1CCC2C(C)(C)[C@@H](O)CC[C@@]2(C)[C@@H]1COc1ccc2ccc(=O)oc2c1 (some centres not stated),16,15
O=C(CNC(=O)c1ccccc1F)OCCOc1cccc(Cl)c1,-5,11
CCOC(=O)N1CCN(S(=O)(=O)N2CCCC(C(=O)NCc3ccccc3OC)C2)CC1 (configuration not stated),-27,8
CC(C)CCn1c(Oc2ccccc2Cl)nc2c1c(=O)n(C)c(=O)n2C,-30,14
CCc1cccc(NC(=O)Cn2c(=O)oc3cc(S(=O)(=O)N4CCOCC4)ccc32)c1,-4,15
O=C(c1ccc(F)cc1)c1ccc(N2CCCC2)cc1,-35,23
CCOC(=O)c1cnc2ccc(C)cc2c1OCc1cc(F)cc(F)c1,-37,12
C#CCOCCOCCOCCNc1nc(N2CCN(C(=O)C([C@@H](C)CC)n3cc(C(N)COC(=O)C(F)(F)F)nn3)CC2)nc(N2CCN(C(=O)[C@H](CCC(=O)O)n3cc(C(N)CC(C)C)nn3)CC2)n1 (some centres not stated),-3,10
Cc1oc(-c2ccc(Cl)cc2)nc1CS(=O)CC(=O)NCCCN1CC(C)CC(C)C1 (configuration not stated),-30,6
COc1ccccc1CC(=O)Nc1ccc(Cl)cc1C(=O)O,-2,22
CCOC(=O)CN1NC2(CCCCCCC2)NC1=S,-20,7
COc1ccc(NC(=O)COC(=O)CCSc2ccccc2)cc1OC,-16,2
CCCN1CCN(S(=O)(=O)c2ccc(-n3cnnn3)cc2)CC1,-6,7
CCC(C(=O)N1CCc2ccccc2C1)n1nc(C)n2c(cc3occc32)c1=O (configuration not stated),-20,8
CCC(C)N(C(=O)CSc1nc(C)c(C)c(C)c1C#N)C1CCS(=O)(=O)C1 (configuration not stated),4,5
Cc1ccc(N2CN(S(=O)(=O)c3cccc([N+](=O)[O-])c3)c3nc4ccccc4nc32)cc1,-10,9
CCOC(=O)C(CC)Sc1nnc2c3cc(C)ccc3n(C)c2n1 (configuration not stated),4,40
CCN(CC)CCCNC(=O)C1CCN(C(=O)c2oc3cc4sc(N(C)C)nc4cc3c2C)CC1,-8,14
NC(=S)NC1CC2C=CC1C2 (configuration not stated),2,4
Cc1cccc(C(=O)Nc2cccc(C(=O)N/N=C/c3ccccn3)c2)c1,-11,6
Cn1nccc1C(=O)Nc1cccc(S(=O)(=O)N2CCOCC2)c1,6,4
Cc1nn(-c2ccc(Cl)cc2)c(NC(=O)C(C)C)c(-c2ccccc2)c1=O,-21,1
CCOC(=O)C1CCCN(c2c(NCC3CCCN3CC)c(=O)c2=O)C1 (configuration not stated),-6,4
CC1(C)Cc2c(C#N)c(NCCCO)nc(-c3ccccc3)c2CO1,-14,10
CC[C@]12c3[nH]c4ccc(Cl)cc4c3CCN1C(=O)[C@@H](CC(=O)NCc1cccc(C(F)(F)F)c1)C[C@@H]2C(=O)N1CCN(C(=O)C2CC2)CC1,-21,9
CCN(CC)C(=O)[C@H]1C[C@H](CC(=O)NCCCOC)C(=O)N2CCc3c([nH]c4cc(-c5ccco5)ccc34)[C@]12C,-35,12
Cc1cc(C)n(CCCNC(=O)c2ccc(C)o2)n1,-4,2
COc1ccc(F)cc1S(=O)(=O)n1cnc2ccccc21,-12,12
Cn1c(=O)c2c(nc(NCC(O)CO)n2CCc2ccccc2)n(C)c1=O (configuration not stated),1,1
COc1ccccc1N1C(=O)CC(c2ccccc2)CC1=O,-16,9
COc1cccc(NC(=O)CN2C(=O)NC3(CCc4ccccc43)C2=O)c1 (configuration not stated),3,-2
COc1ccccc1Nc1nc(-c2cccc([N+](=O)[O-])c2)cs1,-12,37
CCCCC(=O)Nc1ccc(C(=O)Nc2ccc(S(=O)(=O)N3CCCC3)cc2)cc1,-9,19
O=C(NNC(=O)c1ccc2c(=O)n3c(nc2c1)CCC3)c1cccc(Cl)c1,-12,15
O=C(COC(=O)C1C2CC3OC(=O)C1C3C2)Nc1ccccc1 (configuration not stated),-8,7
O=C(c1cccc(Cl)c1)N1CCN(c2ccccn2)CC1,-36,12
O=C1C=C(NCCN2CCOCC2)C(=O)c2cnccc21,1,115*
COc1ccc(/C(C)=N/NC(=O)CNC(=O)C2COc3ccccc3O2)c(OC)c1 (configuration not stated),-32,10
Cc1cccc(Nc2nnc(SCC(=O)Nc3ccc(C(=O)O)cc3)s2)c1,-20,17
Cc1ccc(NC(=O)CCCSc2nc3ccccc3[nH]2)cc1,-23,17
COc1ccc(N2CCN(C(=O)c3ccc(CSc4ccccc4)cc3)CC2)cc1,-3,23
CCn1c(CC(=O)Nc2ccc(C)cc2)nnc1SCC(=O)NCc1ccccc1,-21,7
O=C(Nc1nc2ccc(Cl)cc2s1)C1CCCO1 (configuration not stated),-18,5
CCCNC(=O)c1onc(CSc2ccc(F)cc2)c1C(=O)NCCOC,-12,13

Other records follow:
mol,OX1R antag-2,OX1R antag-1
C=C(C)COc1ccc2oc(C)c(C(=O)OCCOC)c2c1,-33,17
CCOC(=O)c1[nH]cnc1C(=O)Nc1ccc(C)cc1,23,13
CC1(c2nnc(-c3cccc(Cl)c3)o2)CC(c2cccnc2)=NO1 (configuration not stated),-21,3
Cn1nccc1NC(=O)Nc1ccc(Cl)cc1,-1,15
O=C(Nc1cccc(F)c1)N1CCC(c2ccccc2)CC1,-20,-2
O=C(O)c1cccc(N2CCCC2)c1,-5,11
CC1CCN(c2ccc(C(F)(F)F)cc2N)CC1,2,12
Cn1nc(C(=O)NCc2ccc(F)cc2)c2c1-c1ccccc1S(=O)(=O)C2,-10,15
O=C(Nc1ccc(O)cc1)/C(=C\c1ccncc1)NC(=O)c1ccccc1,10,15
CCOc1ccc(-n2c(SCC(=O)O)nc3sc4c(c3c2=O)CCCC4)cc1,-18,-5
COc1ccccc1-n1nnnc1SCC(=O)NC1CCCCC1,-8,4
Cc1ccc(-c2cc(C(=O)Nc3nn[nH]n3)c3ccccc3n2)c(C)c1,-16,-1
CC(=O)c1c(C)n(-c2ccc(C)cc2)c2ccc(O)cc12,-12,47
CCCCCSc1nc2c(c(=O)[nH]c(=O)n2C)n1CCc1ccccc1,-14,8
CC1(C)CC(=O)C(C(C2=C(O)CC(C)(C)CC2=O)c2cccnc2)C(=O)C1 (configuration not stated),-11,52
CC1=CC(C)(C)Nc2ccc(Cc3ccc4c(c3)C(C)=CC(C)(C)N4)cc21,-34,17
COc1cc(OC)cc(C(=O)Oc2ccc(/C=N/Nc3nc4ccccc4s3)cc2OC)c1,-18,39
COc1ccc(NS(=O)(=O)c2ccc(S(=O)(=O)N3CCCC3)cc2)cc1Cl,-9,12
Cc1ccc(C(CC(=O)O)C2CCOC(C)(C)C2)cc1 (configuration not stated),2,14
COc1ccc(CNS(=O)(=O)c2ccc3c(c2)NC(=O)C(C)S3)cc1 (configuration not stated),-9,13
CC(C)(O)P(=O)(O)CCc1ccccc1,-7,5
CCOC(=O)c1c(C)[nH]c(C(=O)COC(=O)C2CC2C)c1C (configuration not stated),-30,14
COc1ccc(C2CC(c3ccc(OC)cc3OC(C)=O)=NN2C(=O)c2ccccc2)cc1 (configuration not stated),-21,-11
Cc1ccc(NC(=O)C(C)C(=O)Nc2ccc(C)cc2)cc1,0,17
Cc1ccc(S(=O)(=O)CCC(=O)OCC(=O)Nc2ccc(N3CCOCC3)cc2)cc1,-22,18
COCCNC(=O)CN(c1ccccc1OC)S(C)(=O)=O,-1,9
CC1CCCCC1NC(=O)C1CCN(S(=O)(=O)N2CCCCCC2)CC1 (configuration not stated),-17,17
Cc1nnc(SCC(=O)Nc2nc3c(s2)CC(C)CC3)s1 (configuration not stated),-14,34
COc1cc(/C=C/C(=O)OC(C)C(=O)c2ccccc2)cc(OC)c1OC (configuration not stated),-27,17
CCC(C)N=Cc1c(NCc2ccco2)nc2c(C)cccn2c1=O (configuration not stated),-22,8

Full records from above. Screens in order: OX1R antag-2 | OX1R antag-1
Record of CCOC(=O)c1[nH]cnc1C(=O)Nc1ccc(C)cc1 → 23 | 13
Record of COc1cc(/C=C/C(=O)OC(C)C(=O)c2ccccc2)cc(OC)c1OC (configuration not stated) → -27 | 17
Record of Cn1nccc1NC(=O)Nc1ccc(Cl)cc1 → -1 | 15
Record of CC1(C)CC(=O)C(C(C2=C(O)CC(C)(C)CC2=O)c2cccnc2)C(=O)C1 (configuration not stated) → -11 | 52
Record of CC1=CC(C)(C)Nc2ccc(Cc3ccc4c(c3)C(C)=CC(C)(C)N4)cc21 → -34 | 17

2 entries drawn at random from the list so far, as already listed:
mol,OX1R antag-2,OX1R antag-1
Cc1cccc(C(=O)Nc2cccc(C(=O)N/N=C/c3ccccn3)c2)c1,-11,6
CC(=O)N1CCN(c2ccc(NC(=O)c3ccco3)cc2Cl)CC1,1,1

Continuation.
mol,OX1R antag-2,OX1R antag-1
O=C(CNS(=O)(=O)c1ccccc1)OCC(=O)c1ccc(OC(=O)c2ccccc2)cc1,13,6
CC(C)C[C@H](NC(=O)N1CC(=O)Nc2ccccc21)C(=O)N[C@@H](Cc1c[nH]c2ccccc12)C(=O)O,20,82*
Nc1nc2ccc(C(=O)Nc3ccc(N4CCOCC4)cc3)cc2s1,7,8
CN(C)C(CNC(=O)c1ccc(C(F)(F)F)cc1)c1ccco1 (configuration not stated),-3,5
CC(=O)Nc1ccc(NC(=O)CSc2nnc3ccc(-c4cccnc4)nn23)cc1,-7,50*
CCn1nc(C(=O)NNC(=O)c2ccc(OC(F)F)cc2)c2ccccc2c1=O,-9,5
N=C1SCC(=O)N1c1nc(-c2ccccc2)cs1,16,20
COc1c(C)cc(C(=O)C2CCCN(C(=O)Cn3ccc(C)n3)C2)cc1C (configuration not stated),-28,10
CC1CCC2(CC1)OCC1(CCC3(COC4(CCC(C)CC4)OC3)C1=O)CO2 (configuration not stated),-21,6
CCOc1ccc(NC(=O)CN(C)C(=O)CCCOc2ccc(Br)cc2)cc1OCC,-18,22
CCCCCCNC(=O)C(C#N)c1nc2ccccc2nc1N1CCOCC1 (configuration not stated),-16,14
Cc1ccc(-c2cc(C(=O)N3CCN(c4ccc(F)cc4)CC3)c3ccccc3n2)o1,-23,25
C=CCn1c(SCC(=O)NNC(=O)Nc2ccc(C)cc2)nnc1-c1ccccc1,-27,0
O=C(Nc1ccccc1)C1=C[C@H](c2coc3ccccc3c2=O)C[C@H](OCc2ccc(CO)cc2)O1,-47,14
O=C(NC1CCCC1)c1cccc(S(=O)(=O)N2CCOCC2)c1,-1,-1
CCn1c(SCC(=O)N2CCC(C)CC2)nc2c(c1=O)SCC2,-20,30
COC(=O)c1cccc(NC(=O)CSc2nc3cccnc3n2C)c1,-3,53
CCOc1ccc(-n2c(=S)sc3c(=O)[nH]c(SCC(=O)C(C)(C)C)nc32)cc1,1,48*
CNS(=O)(=O)c1cccc(C(=O)OCC(=O)NC(C)CCc2ccccc2)c1 (configuration not stated),-25,6
O=C1CC(N2CCN(S(=O)(=O)c3ccc([N+](=O)[O-])cc3)CC2)C(=O)N1c1ccccc1F (configuration not stated),2,18
CC1Cc2ccccc2N1C(=O)CSC1=NCCS1 (configuration not stated),-7,0
COC(=O)C[C@H](NC(=O)Cn1cnc2c(SC)nc(N)nc21)C(=O)OC,5,-3
COC(=O)C1CC(=O)c2sccc2C1 (configuration not stated),8,9
COc1cccc(C(C2C(=O)CC(C)(C)CC2=O)C2C(=O)CC(C)(C)CC2=O)c1,-17,3
Cc1ccc2nc(COc3ccc(Cl)cc3)cc(=O)n2c1,-22,19
O=C(CSc1ccccc1)N1CCN(S(=O)(=O)c2cccs2)CC1,-2,6

Hits appear at their usual frequency, and some 2% of all compounds hit somewhere here.
